From PubChem
MEKK2 mut-MEK5 – signal of MEK5 binding to mutant human MEKK2 PB1 domain; 0.35% of 290,000 active; bead flow cytometry, Alexa488-MEK5 binding to MEKK2 mutant; percent response, % at 10 µM; in the data active = percent response above about 24%, passing the limit was not always enough; also: inactives centre near 1; some results filed as inactive read as strong as hits; reference of the scale not given here
PHOSPHO1 block – blocks human PHOSPHO1 phosphatase activity; recombinant PHOSPHO1, absorbance phosphatase assay; inhibition, % at 13.3 µM; 1.1% of 290,000 active; in the data active = inhibition above about 60%
NALP1 inh – inhibitors of NALP1 inflammasome in yeast; inhibition, % at 10 µM; 0.61% of 280,000 active; S. cerevisiae NALP1/ASC/caspase-1 growth, X-gal OD620, 72 h; AID 2071; in the data active = inhibition mostly above about 24%, no sharp cut-off; inactive = mostly below about 32%; also: some compounds called inactive have numbers as strong as hits
V1aR counter – V1a receptor agonism, counter-screen for OXTR agonists | P37288 | CHO-V1R cells, Fluo-8 calcium fluorescence, agonist mode; 0% DMSO, 100% 3 nM vasopressin | activation, % at 3 µM | 0.25% of 320,000 active | AID 2797;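 active = activation above the mean activation of all tested compounds plus 3 SD, per screening run, cut at about 20% in these data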;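 also: signal is peak over basal fluorescence ratio across a 100 second FLIPR read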
Target sequence (P37288 whole entry, looked up): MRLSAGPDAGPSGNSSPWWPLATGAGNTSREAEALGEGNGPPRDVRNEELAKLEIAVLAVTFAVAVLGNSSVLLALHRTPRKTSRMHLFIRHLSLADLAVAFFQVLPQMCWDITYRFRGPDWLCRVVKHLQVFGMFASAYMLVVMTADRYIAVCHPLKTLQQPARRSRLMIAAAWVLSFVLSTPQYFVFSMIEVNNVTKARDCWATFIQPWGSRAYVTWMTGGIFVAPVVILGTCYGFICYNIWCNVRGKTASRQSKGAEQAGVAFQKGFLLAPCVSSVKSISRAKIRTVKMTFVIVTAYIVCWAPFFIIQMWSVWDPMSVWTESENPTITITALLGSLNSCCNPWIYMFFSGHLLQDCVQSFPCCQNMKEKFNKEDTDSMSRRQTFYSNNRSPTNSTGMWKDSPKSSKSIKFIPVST
GalR3 antagonist – human GalR3 antagonism. O60755. HEK293 GalR3-CNG cAMP membrane potential fluorescence; galR3 body fused to GalR1 C-terminus. inhibition, % at 3 µM. 0.44% of 360,000 active. AID 651719;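 active = inhibition above the screen-wide average plus 3 SD, cut at about 13% in these data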;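 also: forskolin and galanin both at EC90 stimulate the cells; cAMP rise reported by CNG channel membrane potential dye signal; 0% = forskolin plus galanin with DMSO and 100% = forskolin alone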
Target sequence (O60755 1-299 limits assumed): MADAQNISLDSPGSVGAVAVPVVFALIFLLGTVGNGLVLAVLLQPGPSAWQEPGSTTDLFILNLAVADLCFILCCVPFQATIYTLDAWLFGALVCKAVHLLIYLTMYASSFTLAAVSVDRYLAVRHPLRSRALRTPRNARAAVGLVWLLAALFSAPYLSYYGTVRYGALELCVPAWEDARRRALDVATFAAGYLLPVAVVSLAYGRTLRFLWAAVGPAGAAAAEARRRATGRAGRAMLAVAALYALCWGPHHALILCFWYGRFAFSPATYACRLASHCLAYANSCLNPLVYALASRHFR
MEKK2wt PB1 HTS – raises or lowers MEK5 binding to wildtype human MEKK2 PB1 domain | 1.1% of 290,000 active | binding response (% of control), % at 10 µM | AID 1531 | Q9Y2U5 | bead flow cytometry, Alexa488-MEK5 binding to MEKK2 WT; actives lie on both sides; in the data active = binding response below about 67% or above about 130%
MEKK3 PB1 HTS – raises or lowers MEK5 binding to the human MEKK3 PB1 domain | Q99759 | bead-based flow cytometry, Alexa488-MEK5 binding to MEKK3; actives lie on both sides; 0 = blocked by unlabeled MEK5, 100 = vehicle | binding response (% of control), % at 10 µM | 1.4% of 290,000 active;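 active = binding response more than 3 SD above or below the average of its plate-row segment, actives on both sides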;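 also: Alexa488 bead fluorescence after subtracting the streptavidin-only scavenger bead signal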
OXTR agonist – agonists of human oxytocin receptor; P30559; CHO-OTR cells, Fluo-8 calcium fluorescence; normalized: DMSO 0%, oxytocin 100%; activation, % at 3 µM; 0.32% of 320,000 active;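 active = activation above the mean of all tested compounds plus 3 SD, cutoff set per screening run, cut at about 20% in these data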;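 also: peak over basal fluorescence ratio from a 100 s FLIPR kinetic read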
Target sequence (P30559 whole entry, looked up): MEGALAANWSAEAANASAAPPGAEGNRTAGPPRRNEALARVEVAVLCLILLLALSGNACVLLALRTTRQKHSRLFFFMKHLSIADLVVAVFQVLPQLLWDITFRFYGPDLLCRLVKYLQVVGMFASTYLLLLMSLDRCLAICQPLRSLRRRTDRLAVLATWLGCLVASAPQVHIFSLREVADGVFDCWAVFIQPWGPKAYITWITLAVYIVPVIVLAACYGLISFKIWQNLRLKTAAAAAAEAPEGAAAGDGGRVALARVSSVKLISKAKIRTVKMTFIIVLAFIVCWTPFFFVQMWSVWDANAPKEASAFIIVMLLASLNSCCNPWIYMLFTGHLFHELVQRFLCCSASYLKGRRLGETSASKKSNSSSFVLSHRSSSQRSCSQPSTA
GPR7 antag – human neuropeptides B/W receptor 1 antagonism; P48145; GPR7-expressing cells, fluorescence antagonist assay; inhibition, % at 4.4 µM; 1.1% of 290,000 active; AID 1861; in the data active = inhibition above about 16%, passing the limit was not always enough;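 also: cells stimulated with the agonist NPW; 0% = agonist with vehicle and 100% = vehicle without agonist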
* hit, by the source's call.

`Cc1ccc(NS(=O)(=O)c2ccc(CCC(=O)NCCO)cc2)cc1` gave MEKK2 mut-MEK5 0, PHOSPHO1 block 2, NALP1 inh 3, V1aR counter 0.0, GalR3 antagonist -5, MEKK2wt PB1 HTS 101, MEKK3 PB1 HTS 104, OXTR agonist -0.2 and GPR7 antag -1.
`CN(C)CCCNc1nc(-c2ccc(Cl)cc2)nc2ccccc12` gave MEKK2 mut-MEK5 16, PHOSPHO1 block -44, NALP1 inh 2, V1aR counter 3.2, GalR3 antagonist -5, MEKK2wt PB1 HTS 141*, MEKK3 PB1 HTS 111, OXTR agonist 15 and GPR7 antag 13.
COc1ccc(CN2C(=NC(=O)COc3ccccc3)SC3CS(=O)(=O)CC32)cc1 (configuration not stated) was read as MEKK2 mut-MEK5 0, PHOSPHO1 block 17, NALP1 inh 28, V1aR counter 0.7, GalR3 antagonist 3, MEKK2wt PB1 HTS 97, MEKK3 PB1 HTS 96, OXTR agonist 0.8 and GPR7 antag -12.
For Cn1c(-c2ccc3c(c2)OCO3)cnc1NCc1ccc(Cl)cc1 the results were MEKK2 mut-MEK5 -1, PHOSPHO1 block 25, NALP1 inh 15, V1aR counter 3.8, GalR3 antagonist -3, MEKK2wt PB1 HTS 119, MEKK3 PB1 HTS 105, OXTR agonist 7.4 and GPR7 antag 1.
`COc1cc(OC)cc(C(=O)NCC2CCCN(C(=O)c3csc(C)n3)C2)c1` (configuration not stated) gave MEKK2 mut-MEK5 6, PHOSPHO1 block 36, NALP1 inh 8, V1aR counter -1.0, GalR3 antagonist 0, MEKK2wt PB1 HTS 105, MEKK3 PB1 HTS 102, OXTR agonist -0.3 and GPR7 antag -8.
O=C(NCC(c1cccs1)N1CCOCC1)c1ccccc1NS(=O)(=O)c1ccc(Br)cc1 (configuration not stated) was read as MEKK2 mut-MEK5 -4, PHOSPHO1 block -2, NALP1 inh 35, V1aR counter 3.5, GalR3 antagonist -10, MEKK2wt PB1 HTS 91, MEKK3 PB1 HTS 91, OXTR agonist 0.0 and GPR7 antag 14.
Screening Cc1ccc(S(=O)(=O)Nc2ccc(NC(=O)Nc3ccc(F)cc3F)cc2)cc1 returned MEKK2 mut-MEK5 9, PHOSPHO1 block -6, NALP1 inh 37, V1aR counter 0.2, GalR3 antagonist -3, MEKK2wt PB1 HTS 112, MEKK3 PB1 HTS 98, OXTR agonist 0.0 and GPR7 antag 8.
For CCN(CC)CCN1C(=O)C2C(C(=O)Nc3cccc(SC)c3)C3C=CC2(O3)C1C(=O)NC1CCCC(C)C1C (configuration not stated) the results were MEKK2 mut-MEK5 6, PHOSPHO1 block 12, NALP1 inh 11, V1aR counter -0.8, GalR3 antagonist -8, MEKK2wt PB1 HTS 113, MEKK3 PB1 HTS 103, OXTR agonist -1.3 and GPR7 antag 8.
CCOC(=O)c1c(C)c(C(=O)NCc2ccccn2)c(C)n1CC was read as MEKK2 mut-MEK5 6, PHOSPHO1 block 0, NALP1 inh 23, V1aR counter -0.7, MEKK2wt PB1 HTS 104, MEKK3 PB1 HTS 102, OXTR agonist -0.6 and GPR7 antag 2.
For Cc1nonc1OCCn1nnnc1N the results were MEKK2 mut-MEK5 0, PHOSPHO1 block -5, NALP1 inh -4, V1aR counter 0.7, GalR3 antagonist -1, MEKK2wt PB1 HTS 95, MEKK3 PB1 HTS 95, OXTR agonist 1.1 and GPR7 antag -7.
Screening COc1ccc(NC(=O)c2cnn3c(C(F)(F)F)cc(-c4ccco4)nc23)cc1OC returned MEKK2 mut-MEK5 -12, PHOSPHO1 block 10, NALP1 inh 9, V1aR counter -0.6, GalR3 antagonist -4, MEKK2wt PB1 HTS 90, MEKK3 PB1 HTS 95, OXTR agonist 0.5 and GPR7 antag -8.
O=C(CCN1C(=O)COc2ccccc21)NCCN1CCc2ccccc2C1 was read as MEKK2 mut-MEK5 -13, PHOSPHO1 block -8, NALP1 inh -4, V1aR counter -0.4, GalR3 antagonist -2, MEKK2wt PB1 HTS 83, MEKK3 PB1 HTS 81, OXTR agonist -0.3 and GPR7 antag -3.

Retrieved one by one from the entries so far:
CCOC(=O)c1c(C)c(C(=O)NCc2ccccn2)c(C)n1CC was read as MEKK2 mut-MEK5 6, PHOSPHO1 block 0, NALP1 inh 23, V1aR counter -0.7, MEKK2wt PB1 HTS 104, MEKK3 PB1 HTS 102, OXTR agonist -0.6 and GPR7 antag 2.
O=C(CCN1C(=O)COc2ccccc21)NCCN1CCc2ccccc2C1 was read as MEKK2 mut-MEK5 -13, PHOSPHO1 block -8, NALP1 inh -4, V1aR counter -0.4, GalR3 antagonist -2, MEKK2wt PB1 HTS 83, MEKK3 PB1 HTS 81, OXTR agonist -0.3 and GPR7 antag -3.

Other compounds follow.
O=C(Cn1nnc(-c2ccccc2)n1)N1CCN(c2ccc(F)cc2)CC1 was read as MEKK2 mut-MEK5 -1, PHOSPHO1 block 44, NALP1 inh 13, V1aR counter 0.5, GalR3 antagonist -1, MEKK2wt PB1 HTS 104, MEKK3 PB1 HTS 109, OXTR agonist -0.4 and GPR7 antag -9.
Screening COc1ccc(N=C(NN)c2ccc3ccccc3n2)cc1 returned MEKK2 mut-MEK5 -2, PHOSPHO1 block 58, NALP1 inh 14, V1aR counter -0.4, GalR3 antagonist -9, MEKK2wt PB1 HTS 98, MEKK3 PB1 HTS 100, OXTR agonist -1.3 and GPR7 antag 4.
For CCOc1ccc(N2C(=O)C3C(c4ccc(OC)cc4OC)NC(CCSC)(C(=O)OC)C3C2=O)cc1 (configuration not stated) the results were MEKK2 mut-MEK5 0, PHOSPHO1 block 24, NALP1 inh 0, V1aR counter -0.3, GalR3 antagonist -9, MEKK2wt PB1 HTS 104, MEKK3 PB1 HTS 103, OXTR agonist -0.6 and GPR7 antag -3.
For COC(=O)c1ccc(CN2CCC(CO)(CCOc3ccccc3)CC2)cc1 the results were MEKK2 mut-MEK5 3, PHOSPHO1 block 14, NALP1 inh 30, V1aR counter 0.3, GalR3 antagonist -9, MEKK2wt PB1 HTS 112, MEKK3 PB1 HTS 107, OXTR agonist 0.4 and GPR7 antag -14.
Screening COc1c(C)cc(Br)cc1C(=O)Nc1ccccc1C returned MEKK2 mut-MEK5 -4, PHOSPHO1 block 28, NALP1 inh 2, V1aR counter -1.9, GalR3 antagonist -5, MEKK2wt PB1 HTS 91, MEKK3 PB1 HTS 98, OXTR agonist -2.2 and GPR7 antag -7.
Screening CCNC(=S)NNC(=O)CCn1cc(C)cn1 returned MEKK2 mut-MEK5 10, PHOSPHO1 block -5, NALP1 inh 6, V1aR counter 0.5, GalR3 antagonist -3, MEKK2wt PB1 HTS 110, MEKK3 PB1 HTS 118, OXTR agonist 0.8 and GPR7 antag -4.
CCCCCCc1ccc(OCC(=O)O)cc1OCC(=O)O was read as MEKK2 mut-MEK5 -7, PHOSPHO1 block 6, NALP1 inh -5, V1aR counter -0.8, GalR3 antagonist 2, MEKK2wt PB1 HTS 94, MEKK3 PB1 HTS 98, OXTR agonist 0.1 and GPR7 antag 3.
For OCCN(CCO)CC(O)COc1ccc(C23CC4CC(CC(C4)C2)C3)cc1 (configuration not stated) the results were MEKK2 mut-MEK5 3, PHOSPHO1 block 8, NALP1 inh 26, V1aR counter 3.3, GalR3 antagonist -5, MEKK2wt PB1 HTS 122, MEKK3 PB1 HTS 132*, OXTR agonist 5.5 and GPR7 antag -1.
For Cn1c(N)c(C(=O)COC(=O)CCC(=O)c2cccs2)c(=O)n(C)c1=O the results were MEKK2 mut-MEK5 0, PHOSPHO1 block 5, NALP1 inh 16, V1aR counter 1.1, GalR3 antagonist -3, MEKK2wt PB1 HTS 99, MEKK3 PB1 HTS 100, OXTR agonist 0.9 and GPR7 antag -4.
Screening CCc1ccc(NCc2cc3c(C)nn(-c4ccccc4)c3[nH]c2=O)cc1 returned MEKK2 mut-MEK5 -5, PHOSPHO1 block 4, NALP1 inh -6, V1aR counter 0.4, GalR3 antagonist -8, MEKK2wt PB1 HTS 90, MEKK3 PB1 HTS 96, OXTR agonist 0.1 and GPR7 antag 0.
`Cc1nc(-c2ccc(Cl)cc2)sc1C1(C)CC(c2ccncc2)=NO1` (configuration not stated) gave MEKK2 mut-MEK5 1, V1aR counter 2.9, GalR3 antagonist 4, MEKK2wt PB1 HTS 103, MEKK3 PB1 HTS 103 and OXTR agonist 2.8.
Screening Clc1ccc(-c2ccnc(-n3cccc3)n2)s1 returned MEKK2 mut-MEK5 -6, PHOSPHO1 block 42, NALP1 inh -4, V1aR counter 0.0, GalR3 antagonist -5, MEKK2wt PB1 HTS 98, MEKK3 PB1 HTS 95, OXTR agonist 0.0 and GPR7 antag 18.
Screening CCc1nc2ccc(C(=O)N3CCN(c4cccc(Cl)c4)CC3)cc2nc1CC returned MEKK2 mut-MEK5 2, PHOSPHO1 block 12, NALP1 inh -3, V1aR counter -1.6, GalR3 antagonist 2, MEKK2wt PB1 HTS 102, MEKK3 PB1 HTS 102, OXTR agonist -2.0 and GPR7 antag -5.
Screening COC(=O)c1ccc(-n2cnc(Cl)n2)c(F)c1 returned MEKK2 mut-MEK5 8, PHOSPHO1 block 19, NALP1 inh 3, V1aR counter -0.2, GalR3 antagonist -5, MEKK2wt PB1 HTS 117, MEKK3 PB1 HTS 110, OXTR agonist -0.7 and GPR7 antag -4.
For CCOC(=O)C1=C(O)/C(=C/N(C)C)N=C1C the results were MEKK2 mut-MEK5 16, PHOSPHO1 block 9, NALP1 inh -7, V1aR counter 4.3, GalR3 antagonist -4, MEKK2wt PB1 HTS 107, MEKK3 PB1 HTS 107, OXTR agonist 0.0 and GPR7 antag -8.
Screening COC(=O)c1ccccc1NC(=O)CN1CCN(C23CC4CC(CC(C4)C2)C3)CC1 returned MEKK2 mut-MEK5 -8, PHOSPHO1 block -84, NALP1 inh 21, V1aR counter -0.5, GalR3 antagonist -9, MEKK2wt PB1 HTS 88, MEKK3 PB1 HTS 81, OXTR agonist -0.5 and GPR7 antag 18.
`CCOc1ccc(CNC2CCCc3ccccc32)cc1` (configuration not stated) gave MEKK2 mut-MEK5 -11, PHOSPHO1 block 21, NALP1 inh 4, V1aR counter 0.3, GalR3 antagonist -5, MEKK2wt PB1 HTS 72, MEKK3 PB1 HTS 55, OXTR agonist 1.4 and GPR7 antag -9.
For CCSc1nnc(NC(=O)c2ccc(Br)s2)s1 the results were MEKK2 mut-MEK5 7, PHOSPHO1 block -8, NALP1 inh 14, V1aR counter 1.3, GalR3 antagonist -5, MEKK2wt PB1 HTS 103, MEKK3 PB1 HTS 101, OXTR agonist 2.5 and GPR7 antag -11.
CC1CCN(CCc2nc3cc(NC(=O)NC4CCCCC4)ccc3n2C)CC1 was read as MEKK2 mut-MEK5 4, PHOSPHO1 block -1, NALP1 inh 7, V1aR counter -0.5, GalR3 antagonist -6, MEKK2wt PB1 HTS 103, MEKK3 PB1 HTS 93, OXTR agonist -0.3 and GPR7 antag 14.
For CC(C)Oc1ccc(S(=O)(=O)N(C(C)C)C(C)C)cn1 the results were MEKK2 mut-MEK5 -3, PHOSPHO1 block -7, NALP1 inh -13, V1aR counter -0.4, GalR3 antagonist 0, MEKK2wt PB1 HTS 108, MEKK3 PB1 HTS 112, OXTR agonist -2.2 and GPR7 antag -15.
`NC(=O)c1ccccc1OCC(=O)N1CCCc2ccccc21` gave MEKK2 mut-MEK5 2, PHOSPHO1 block 20, NALP1 inh 23, V1aR counter 5.2, GalR3 antagonist -8, MEKK2wt PB1 HTS 105, MEKK3 PB1 HTS 100, OXTR agonist 4.9 and GPR7 antag -9.
Screening Cc1nn(Cc2ccccc2Cl)c(C)c1C(=O)NCc1ccco1 returned MEKK2 mut-MEK5 -8, PHOSPHO1 block -13, NALP1 inh 0, V1aR counter -0.2, GalR3 antagonist 7, MEKK2wt PB1 HTS 89, MEKK3 PB1 HTS 83, OXTR agonist -1.4 and GPR7 antag -13.
